Screening data: PubChem, several laboratories
HTR5A inv ag = inverse agonist of human HTR5A in OPRM1-OPRD1 counter-screen. actives 0.083% (n = 340,000). P47898. HTR5A cell line, luminescence, inverse agonism. inhibition, % at 9.3 µM; in the data active means inhibition mostly above about 23%, no sharp cut-off; inactive means mostly below about 18%;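 further: 0% = cells with DMSO and 100% = no-cell wells with DMSO; some compounds called inactive have numbers as strong as hits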
Target sequence (P47898 whole entry, looked up): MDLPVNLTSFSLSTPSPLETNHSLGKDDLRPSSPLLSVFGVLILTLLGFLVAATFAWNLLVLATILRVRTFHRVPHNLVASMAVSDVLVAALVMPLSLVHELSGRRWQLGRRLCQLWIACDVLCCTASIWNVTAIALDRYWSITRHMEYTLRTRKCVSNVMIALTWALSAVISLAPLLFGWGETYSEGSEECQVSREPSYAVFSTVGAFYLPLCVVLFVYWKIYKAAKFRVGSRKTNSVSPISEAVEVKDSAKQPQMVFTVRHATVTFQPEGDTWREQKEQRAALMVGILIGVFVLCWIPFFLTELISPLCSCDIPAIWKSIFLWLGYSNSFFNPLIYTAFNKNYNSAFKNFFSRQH
MITF TRPM1 HTS = increases MITF-driven TRPM1 promoter luciferase signal. SK-MEL-5 TRPM1-promoter luciferase, 24 h; % of positive control, neutral wells = 0. activation, % at 12.5 µM. actives 0.75% (n = 300,000);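 active means mean activation of at least 80% with every replicate also reaching 80%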;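 further: 0% = neutral control wells and 100% = parthenolide positive control wells; values of inactives mirror those of a sister screen read the other way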
dFosB activator = enhances mouse delta FosB homodimer DNA binding; purified delta FosB, TAMRA-CDK5 oligo fluorescence polarization; percent of positive-control signal above neutral wells; actives 0.99% (n = 340,000); P13346; AID 493131; activation, % at 25 µM;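 active means mean activation above about 17%, with every replicate also reaching it, limit read from the data, passing the limit was not always enough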;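 further: fluorescence polarization rise as delta FosB binds a TAMRA Cdk5 AP-1 oligo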
NSD2 inh = NSD2 (human) methyltransferase inhibition; NSD2 peptide methylation, AlphaScreen, 120 min; actives 0.54% (n = 310,000); inhibition, % at 12.5 µM; O96028; in the data active means inhibition above about 50%
SR-BI DiI inh = inhibitors of mouse SR-BI mediated HDL lipid uptake. Q61009. ldlA[mSR-BI] CHO cells, DiI-HDL uptake fluorescence, 3 h. inhibition, % at 12.5 µM. actives 0.96% (n = 320,000). AID 488896;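 active means mean replicate inhibition of at least 70% and a set share of replicates each scoring 70 or more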;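 further: 0% = median of neutral control wells and 100% = median of positive control wells; values of inactives mirror those of a sister screen read the other way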
Target sequence (Q61009 whole entry, looked up): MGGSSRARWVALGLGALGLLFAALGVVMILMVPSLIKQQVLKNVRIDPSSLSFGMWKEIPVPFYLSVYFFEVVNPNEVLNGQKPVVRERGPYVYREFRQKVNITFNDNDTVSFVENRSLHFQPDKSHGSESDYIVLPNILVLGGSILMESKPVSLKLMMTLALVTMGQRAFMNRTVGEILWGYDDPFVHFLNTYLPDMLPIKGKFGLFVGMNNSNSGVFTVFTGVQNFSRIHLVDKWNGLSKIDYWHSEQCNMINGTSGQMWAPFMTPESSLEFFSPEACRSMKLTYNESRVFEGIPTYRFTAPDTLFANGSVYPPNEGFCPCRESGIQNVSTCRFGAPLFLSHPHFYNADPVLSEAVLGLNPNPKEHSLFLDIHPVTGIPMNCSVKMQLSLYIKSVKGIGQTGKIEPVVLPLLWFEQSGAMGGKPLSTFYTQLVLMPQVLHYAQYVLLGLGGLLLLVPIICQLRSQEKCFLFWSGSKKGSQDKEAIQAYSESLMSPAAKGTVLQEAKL
CDK5 p35 inh = inhibitors of human CDK5/p35 kinase. Recombinant CDK5/p35, ADP-Glo luminescence, 60 min. inhibition, % at 10 µM. actives 0.01% (n = 330,000). AID 488839;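 active means highest replicate inhibition of at least 50% and at least 75% of replicates reaching 50%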;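 further: plate controls were DMSO neutral control for no effect and GW8510 at 10 µM for full effect; many of its hits are not listed in these tables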
PvdQ acylase = P. aeruginosa PvdQ acylase inhibition; purified PvdQ acylase, fluorescence plate reader; inhibition, % at 10 µM; actives 0.063% (n = 340,000); AID 488965; in the data active means inhibition above about 30%, passing the limit was not always enough;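 further: 0% = vehicle neutral wells and 100% = reference inhibitor wells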
V-ATPase pH = alters yeast V-ATPase proton transport | response, % at 10 µM | S. cerevisiae, pHLuorin cytosolic pH fluorescence | actives 0.37% (n = 350,000); in the data active means response mostly above about 7.3%, no sharp cut-off; inactive means mostly below about 5.4%; further: actives read high; inactives centre near 0; some compounds called inactive have numbers as strong as hits; reference of the scale not given here
Wnt bcat act = activators of Wnt/beta-catenin signaling; Wnt/beta-catenin reporter cell assay, activator, plate reader; activation, % at 9.35 µM; actives 1.2% (n = 300,000); AID 743398; in the data active means activation above about 30%, passing the limit was not always enough;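 further: 0% = neutral control wells and 100% = positive control wells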
HTR5A ag = HTR5A agonism, opioid heterodimer counter-screen. HTR5A agonist assay, luminescence, cell-based. activation, % at 9.3 µM. actives 0.61% (n = 340,000). AID 504692; in the data active means activation mostly above about 9.5%, no sharp cut-off; inactive means mostly below about 7.6%;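 further: 0% = cells with vehicle only and 100% = reference agonist; strong numbers were not always called active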
* marks the source's active call; other numbers are inactive results. The order is random; any-hit rate near 5%.

Screening Cc1ccccc1Nc1nc2ccccc2s1 returned HTR5A inv ag -16, MITF TRPM1 HTS 19, dFosB activator -3, NSD2 inh 1, SR-BI DiI inh 43, CDK5 p35 inh 1.9, PvdQ acylase -8, V-ATPase pH 5 and HTR5A ag 2.
Screening Cc1nc(NC(=O)CSc2nc(N)cc(N)n2)sc1C returned HTR5A inv ag -3, MITF TRPM1 HTS -1, dFosB activator -2, NSD2 inh 11, SR-BI DiI inh -1, CDK5 p35 inh -1.4, PvdQ acylase -6, V-ATPase pH 0, Wnt bcat act -1 and HTR5A ag 1.
C=CCSC1=C(C#N)C(c2ccc(OCC)cc2)CC(=O)N1 (stereo not drawn) was read as HTR5A inv ag 11, MITF TRPM1 HTS 0, dFosB activator -10, CDK5 p35 inh 1.5, PvdQ acylase -7, V-ATPase pH -1, Wnt bcat act -1 and HTR5A ag -4.
Screening Cc1cc(C)c(S(=O)(=O)NCC(c2ccc3c(c2)OCO3)N2CCOCC2)c(C)c1 (stereo not drawn) returned HTR5A inv ag 10, MITF TRPM1 HTS 16, dFosB activator -4, NSD2 inh -3, SR-BI DiI inh -14, CDK5 p35 inh 0.2, PvdQ acylase -12, V-ATPase pH 0, Wnt bcat act 0 and HTR5A ag -4.
Screening O=C1c2ccccc2C2NC(=O)C3(CCCCC3)N12 (stereo not drawn) returned HTR5A inv ag -11, MITF TRPM1 HTS -2, dFosB activator -1, NSD2 inh -2, SR-BI DiI inh -27, CDK5 p35 inh -1.0, PvdQ acylase -10, V-ATPase pH -2, Wnt bcat act 0 and HTR5A ag 1.
For Cc1c(C)n(CC(O)CNCCO)c2ccccc12 (stereo not drawn) the results were HTR5A inv ag 3, MITF TRPM1 HTS 3, dFosB activator -7, NSD2 inh 1, SR-BI DiI inh -8, CDK5 p35 inh -0.2, PvdQ acylase -14, V-ATPase pH 5, Wnt bcat act -2 and HTR5A ag -1.
For Cc1cc(NC(=O)C(C)SCC(=O)OCC(=O)N(C)c2ccccc2)no1 (stereo not drawn) the results were HTR5A inv ag 14, MITF TRPM1 HTS 1, dFosB activator 5, NSD2 inh -1, SR-BI DiI inh -6, CDK5 p35 inh -2.3, PvdQ acylase -8, V-ATPase pH 2, Wnt bcat act -1 and HTR5A ag -5.
`CC(C)NS(=O)(=O)c1ccc(CCC(=O)Nc2cc(Cl)ccc2Oc2ccccc2)cc1` gave HTR5A inv ag 14, MITF TRPM1 HTS -12, dFosB activator -8, NSD2 inh 0, SR-BI DiI inh 52, CDK5 p35 inh -0.8, PvdQ acylase -9, V-ATPase pH 2, Wnt bcat act -4 and HTR5A ag 7.
CC(C)(C)C(=O)Nc1ccc(N2CCN(S(C)(=O)=O)CC2)cc1 was read as HTR5A inv ag 4, MITF TRPM1 HTS 8, dFosB activator -8, NSD2 inh 10, SR-BI DiI inh -6, CDK5 p35 inh -0.2, PvdQ acylase -7, V-ATPase pH -2, Wnt bcat act -1 and HTR5A ag -2.
For CCN1CCN(c2ccc(S(=O)(=O)N3CCOCC3)cc2NC(=O)c2ccc(Cl)cc2Cl)CC1 the results were HTR5A inv ag 14, MITF TRPM1 HTS 7, dFosB activator 10, NSD2 inh 10, SR-BI DiI inh -15, CDK5 p35 inh -0.5, PvdQ acylase -16, V-ATPase pH 2, Wnt bcat act -3 and HTR5A ag -3.
For Cc1cccc(C(=O)OCC(=O)Nc2c(C)nn(-c3ccccc3)c2C)c1O the results were HTR5A inv ag 3, MITF TRPM1 HTS 15, dFosB activator 3, NSD2 inh 0, SR-BI DiI inh -24, CDK5 p35 inh 1.5, PvdQ acylase -2, V-ATPase pH -5, Wnt bcat act 1 and HTR5A ag -1.
c1ccc2c(c1)CCN(c1nc3ccccc3n3cnnc13)C2 was read as HTR5A inv ag -12, dFosB activator -5, SR-BI DiI inh 11, CDK5 p35 inh -0.6, PvdQ acylase 2, V-ATPase pH -2, Wnt bcat act 15 and HTR5A ag 4.
For CCOC(=O)c1cc(S(=O)(=O)N2CCOCC2)cn1C the results were HTR5A inv ag 14, MITF TRPM1 HTS -6, dFosB activator 2, NSD2 inh 5, SR-BI DiI inh 4, CDK5 p35 inh -3.6, PvdQ acylase -13, V-ATPase pH 4, Wnt bcat act -1 and HTR5A ag 0.
For Cc1cc2nn(-c3ccc(F)cc3)nc2cc1N the results were HTR5A inv ag 8, dFosB activator -3, NSD2 inh -3, SR-BI DiI inh 32, CDK5 p35 inh -4.2, PvdQ acylase -16, V-ATPase pH 1, Wnt bcat act 19 and HTR5A ag -2.
For COc1ccc(OCCNC2CCCC2)cc1 the results were HTR5A inv ag 2, MITF TRPM1 HTS 0, dFosB activator 7, NSD2 inh 5, SR-BI DiI inh -15, CDK5 p35 inh -0.3, PvdQ acylase -12, V-ATPase pH 2, Wnt bcat act -1 and HTR5A ag 1.
`O=C(CCCCCNC(=O)N1CCn2c1nc1ccccc12)NCc1ccc(Cl)cc1` gave MITF TRPM1 HTS 2, dFosB activator -17, NSD2 inh -3, SR-BI DiI inh 24, CDK5 p35 inh -0.1, PvdQ acylase -11, V-ATPase pH -2 and Wnt bcat act 3.
Screening O=C(c1cc(-c2ccc(Cl)cc2)on1)N1CCCC1 returned HTR5A inv ag -21, MITF TRPM1 HTS 23, dFosB activator -6, NSD2 inh 2, SR-BI DiI inh 5, CDK5 p35 inh -0.8, PvdQ acylase -9, V-ATPase pH 0, Wnt bcat act -1 and HTR5A ag 8.
For Cn1c(N)c(C(=O)COC(=O)/C=C/c2cccc(Cl)c2)c(=O)n(C)c1=O the results were HTR5A inv ag -3, MITF TRPM1 HTS 0, dFosB activator -9, NSD2 inh -1, SR-BI DiI inh 23, CDK5 p35 inh 0.6, PvdQ acylase -8, V-ATPase pH 2, Wnt bcat act -2 and HTR5A ag 1.
`CN(C)c1ccc(C2Nc3ccccc3C(=O)N2CCCN2CCOCC2)cc1` (stereo not drawn) gave HTR5A inv ag -3, MITF TRPM1 HTS -8, dFosB activator -7, NSD2 inh 11, SR-BI DiI inh -11, CDK5 p35 inh -1.3, PvdQ acylase -19, V-ATPase pH 5, Wnt bcat act 2 and HTR5A ag 3.
For COc1ccccc1CN(C)CC(=O)Nc1ccc(Cl)cc1C(F)(F)F the results were HTR5A inv ag -4, MITF TRPM1 HTS 21, dFosB activator 3, NSD2 inh -5, SR-BI DiI inh 6, CDK5 p35 inh -0.6, PvdQ acylase -5, V-ATPase pH -3, Wnt bcat act 14 and HTR5A ag -2.
For CCc1cc2c(=O)[nH]c(N3CCOCC3)nc2s1 the results were HTR5A inv ag 17, MITF TRPM1 HTS 10, dFosB activator 1, NSD2 inh -2, SR-BI DiI inh -23, CDK5 p35 inh 0.2, PvdQ acylase -15, V-ATPase pH 1 and HTR5A ag 2.
For O=C(O)c1cc2c(=O)c3ccccc3oc2nc1C(F)(F)F the results were HTR5A inv ag 4, MITF TRPM1 HTS -14, dFosB activator -10, NSD2 inh 0, SR-BI DiI inh -18, CDK5 p35 inh 0.6, PvdQ acylase -7, V-ATPase pH 1, Wnt bcat act 1 and HTR5A ag -1.
OCCC1CN(Cc2cccn2-c2cccnc2)CCN1C1CCCC1 (stereo not drawn) was read as HTR5A inv ag -22, MITF TRPM1 HTS 15, dFosB activator 1, NSD2 inh 2, CDK5 p35 inh 0.1, PvdQ acylase -9, V-ATPase pH 2, Wnt bcat act 9 and HTR5A ag -4.
COC(=O)c1sc(N)c(C(=O)OC)c1CSc1nc2sc3c(c2c(=O)n1C)CCC3 was read as HTR5A inv ag -5, dFosB activator 4, NSD2 inh -4, SR-BI DiI inh 31, CDK5 p35 inh -0.4, PvdQ acylase -16, V-ATPase pH 2, Wnt bcat act 0 and HTR5A ag -1.
`COCCCn1c2nc3ccccc3nc2c2c(=O)n(-c3ccccc3OC)cnc21` gave HTR5A inv ag 2, MITF TRPM1 HTS 10, dFosB activator -7, NSD2 inh -1, SR-BI DiI inh 9, CDK5 p35 inh 1.4, PvdQ acylase 11, V-ATPase pH -1, Wnt bcat act 1 and HTR5A ag 8.
For O=C(Oc1ccc2c(c1)OCO2)c1ccc(Br)c(S(=O)(=O)N2CCOCC2)c1 the results were HTR5A inv ag 0, MITF TRPM1 HTS -1, dFosB activator -5, NSD2 inh 0, SR-BI DiI inh 5, CDK5 p35 inh 2.4, PvdQ acylase -2, V-ATPase pH 6 and HTR5A ag -1.
For O=C(COC(=O)C1=COCCO1)Nc1cc(C(F)(F)F)ccc1Cl the results were HTR5A inv ag 12, MITF TRPM1 HTS -2, dFosB activator -2, NSD2 inh -5, SR-BI DiI inh -15, CDK5 p35 inh -0.6, PvdQ acylase -9, V-ATPase pH -2, Wnt bcat act 2 and HTR5A ag -5.
Screening CN1C=CC=C/C1=C1\SC(=S)N(C2CCCCC2)C1=O returned HTR5A inv ag -13, MITF TRPM1 HTS 3, dFosB activator -9, NSD2 inh 7, SR-BI DiI inh -34, CDK5 p35 inh 0.1, PvdQ acylase -11, V-ATPase pH 0 and HTR5A ag 5.
`C[C@]12CCC3c4ccc(O)cc4CCC3C1CC/C2=N\N` (stereo partly drawn) gave HTR5A inv ag 27, MITF TRPM1 HTS 13, dFosB activator -2, NSD2 inh -2, SR-BI DiI inh 23, CDK5 p35 inh 0.9, PvdQ acylase -7, V-ATPase pH 4, Wnt bcat act 6 and HTR5A ag -7.
For Cc1cc(SCc2cccc(C(F)(F)F)c2)nc(=O)[nH]1 the results were HTR5A inv ag -9, MITF TRPM1 HTS 7, dFosB activator -6, NSD2 inh 3, SR-BI DiI inh -12, CDK5 p35 inh 0.0, PvdQ acylase 4, V-ATPase pH -1 and HTR5A ag 0.
COc1cccc(OC)c1C(=O)Nc1ccc(C(=O)NCc2ccccc2)cc1 was read as HTR5A inv ag -2, MITF TRPM1 HTS 10, dFosB activator 0, NSD2 inh -2, SR-BI DiI inh 18, CDK5 p35 inh 0.4, PvdQ acylase -12, V-ATPase pH -2, Wnt bcat act -2 and HTR5A ag 2.
`COc1cccc(CNC(=O)CSCC(=O)Nc2cc(C)on2)c1` gave HTR5A inv ag 19, MITF TRPM1 HTS 2, dFosB activator -6, NSD2 inh 7, SR-BI DiI inh 20, CDK5 p35 inh 2.5, PvdQ acylase -14, V-ATPase pH -1, Wnt bcat act -1 and HTR5A ag -7.
CC(C)CC(=O)N1CCN(S(=O)(=O)c2ccccc2)CC1 was read as HTR5A inv ag -10, dFosB activator 2, NSD2 inh -1, SR-BI DiI inh -12, CDK5 p35 inh -0.3, PvdQ acylase -16, V-ATPase pH 3, Wnt bcat act 1 and HTR5A ag 8.
`Cc1ccc(-n2ncc3c(=O)n(CC(N)=O)cnc32)cc1C` gave HTR5A inv ag 0, MITF TRPM1 HTS 28, dFosB activator 1, NSD2 inh 0, SR-BI DiI inh -1, CDK5 p35 inh 1.5, PvdQ acylase -13, V-ATPase pH 2, Wnt bcat act 2 and HTR5A ag 0.
Screening O=C(COc1ccc(F)cc1)NCCCn1ccnc1 returned HTR5A inv ag -3, MITF TRPM1 HTS -14, dFosB activator -4, NSD2 inh -11, SR-BI DiI inh -5, CDK5 p35 inh -0.9, PvdQ acylase -2, V-ATPase pH 0, Wnt bcat act -1 and HTR5A ag 1.
